KCNQ1 block – human KCNQ1 channel inhibition | CHO-K1 KCNQ1, FluxOR thallium flux fluorescence; active compounds read high | P51787 | B-score at 10 µM | 310,000 compounds, 1.3% hits;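 active = compounds whose thallium flux B-score, printed positive for inhibition, exceeds three library SD while starting fluorescence stays within three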;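 also: channel opened by potassium depolarization with thallium stimulus after 20 min compound exposure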
TRPC4 block – blocks the mouse TRPC4 cation channel; HEK293 TRPC4beta/mu-opioid, DAMGO-evoked Fluo4 calcium flux; active compounds read low; B-score at 10 µM; 300,000 compounds, 0.39% hits; AID 2247;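 active = B-score over 3 SD under the library average, no early fluorescence shift, positive overall ratio signal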
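material = TRPC4beta/mu-opioid receptor HEK293 cell line | probe or stimulus = sequential submaximal and maximal DAMGO stimulation | compound dosing = one concentration per compound | measured by = Fluo4 Ca2+ flux fluorescence | evaluation = integrated fluorescence ratio relative to baseline, converted to per-well B score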
TRPC4 act – activators of mouse TRPC4 channel. HEK293 TRPC4beta/mu-opioid, Fluo4 calcium fluorescence; active compounds read high. B-score at 10 µM. 310,000 compounds, 0.49% hits. Q9QUQ5. AID 2237;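 active = B-score above 5 SD of library B-scores, and initial fluorescence ratio not above library mean plus 5 SD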;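 also: positive B-score marks a calcium rise read as TRPC4 activation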
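Incubation: 45 min room-temperature Fluo4 loading, 110 s read / System: HEK293 cells stably co-expressing mouse TRPC4beta and mu-opioid receptor / Signal: Fluo4 fluorescence, kinetic / Control set: buffer (low) and maximal DAMGO (high) / Measure: integrated baseline-normalised fluorescence ratio, converted to per-well B score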
Dyrk1A ADPGlo – inhibitors of rat Dyrk1A kinase | ADP-Glo luminescence, NFATc1 peptide | inhibition, % at 12.5 µM | AID 504441 | 310,000 compounds, 0.43% hits; in the data active = inhibition above about 50%;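 also: plate controls were vehicle with enzyme for no effect and no enzyme for full effect; many of its hits are not listed in these tables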
KCNK3 inh – human KCNK3 channel inhibition, primary screen. O14649. CHO-KCNK3 thallium flux, FluxOR fluorescence; active compounds read low. B-score at 10 µM. 340,000 compounds, 0.84% hits. AID 602410;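 active = B-score under library mean minus 4 SD, starting fluorescence ratio at most library mean plus 5 SD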;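 also: more negative B-score means stronger inhibition of thallium flux through KCNK3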
Target sequence (O14649 whole entry, looked up): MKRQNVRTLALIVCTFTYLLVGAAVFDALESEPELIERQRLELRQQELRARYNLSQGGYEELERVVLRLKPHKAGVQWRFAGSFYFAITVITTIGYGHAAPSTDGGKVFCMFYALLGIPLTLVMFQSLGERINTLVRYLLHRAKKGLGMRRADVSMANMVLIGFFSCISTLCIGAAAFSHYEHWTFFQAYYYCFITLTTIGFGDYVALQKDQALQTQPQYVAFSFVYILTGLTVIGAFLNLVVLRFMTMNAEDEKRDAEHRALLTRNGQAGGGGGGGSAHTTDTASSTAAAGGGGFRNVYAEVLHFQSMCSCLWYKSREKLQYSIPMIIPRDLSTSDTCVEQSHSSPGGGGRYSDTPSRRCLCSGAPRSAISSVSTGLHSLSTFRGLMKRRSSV
KCNQ1 pot – potentiates or activates the human KCNQ1 potassium channel; 310,000 compounds, 0.35% hits; B-score at 10 µM; AID 2648; CHO-K1 KCNQ1, thallium flux FluxOR fluorescence; active compounds read high;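 active = fluorescence ratio B-score, a plate-corrected score, at least three library SD, with initial intensity B-score within 5 SD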
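System: Stable KCNQ1 CHO-K1 line | Incubation: 90 min dye loading and 20 min compound exposure, both at room temperature | Measure: Ratio B score | Medium: Assay buffer for compound exposure, DMSO matched across wells | Compound dosing: Single-concentration screen | Probe or stimulus: K+/Tl+ depolarizing stimulus | Measured by: Kinetic FluxOR fluorescence, 10 s baseline plus 110 s post-stimulus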
TRPC4 PAM – allosteric potentiators of mouse TRPC4 channel; Q9QUQ5; HEK293 TRPC4beta/mu-opioid, DAMGO EC20, Fluo-4 Ca2+ flux; active compounds read high; B-score at 10 µM; 310,000 compounds, 0.42% hits; AID 2227;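 active = B-score of calcium response area above 5 SD of library B-scores, with initial fluorescence ratio within 5 SD of library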;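 also: B-score of integrated fluorescence ratio over time as area under calcium response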
KCNK9 block – blocks the human KCNK9 two-pore domain potassium channel. HEK293 KCNK9, FluxOR thallium flux fluorescence; active compounds read low. 310,000 compounds, 1.2% hits. B-score at 10 µM. Q9NPC2;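 active = ratio B-score over 3 SD below the library mean, with starting fluorescence within 5 SD of its mean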;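 also: negative B-score means less thallium flux so channel inhibition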
Target sequence (Q9NPC2 whole entry, looked up, the tested form may be a part): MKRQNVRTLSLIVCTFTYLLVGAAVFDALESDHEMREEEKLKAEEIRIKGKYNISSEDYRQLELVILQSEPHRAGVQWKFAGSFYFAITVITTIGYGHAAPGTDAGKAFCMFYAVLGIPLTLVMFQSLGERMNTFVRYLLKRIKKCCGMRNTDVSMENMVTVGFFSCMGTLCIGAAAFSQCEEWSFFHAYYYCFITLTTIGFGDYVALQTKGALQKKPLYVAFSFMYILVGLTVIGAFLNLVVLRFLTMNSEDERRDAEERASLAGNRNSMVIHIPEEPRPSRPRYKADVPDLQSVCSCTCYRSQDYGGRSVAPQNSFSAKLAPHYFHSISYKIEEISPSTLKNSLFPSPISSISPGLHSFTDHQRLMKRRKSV
hERG protect – compounds protecting human hERG from proarrhythmic drug block. Q12809. AID 1511. activation (rescue from dofetilide block), less the hit threshold, % at 10 µM. 310,000 compounds, 0.51% hits. CHO-hERG, FluxOR thallium flux, dofetilide IC70 present;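 active = activation above the mean of controls blocked by dofetilide plus 5 SD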;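 also: thallium influx through hERG after potassium depolarization seen as dye fluorescence rise; in these data hits start at about 4.7%; inactives centre near -7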
PolyA inhibitor – yeast polyadenylation inhibition; calls only at 12 µM; S. cerevisiae SKY197-pL101 polyadenylation reporter, beta-gal luminescence; efflux-impaired pdr1/pdr3 knockout yeast; score 100 = 6 SD above DMSO; AID 1875; 300,000 compounds, 0.02% hits;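 active = lowest replicate activity score at least 50, where 100 means six control SD above control mean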;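 also: yeast exposed to compound for 9 h at 30 °C; higher score means more reporter readthrough which indicates perturbed polyadenylation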
Platelet DG rel – modulates dense granule release in human platelets; inhibition, %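 (compounds screened at 7.5 µM in platelet-rich plasma)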; 300,000 compounds, 0.22% hits; human platelet-rich plasma, SFLLRN dense granule ATP release, luminescence;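 active = mean replicate score, as percent of positive control, at or above 50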
Active calls of the source: *; i = inactive; . = no result given. A portion of the library, so the mix of outcomes need not match the whole.

Molecule,KCNK3 inh,PolyA inhibitor,Platelet DG rel,Dyrk1A ADPGlo,TRPC4 act,KCNK9 block,TRPC4 PAM,KCNQ1 block,KCNQ1 pot,hERG protect,TRPC4 block
Cc1ccc(NCCC(=O)c2ccc(Cl)cc2)cc1C,i,i,5.9,-3.3,i,i,i,i,i,-8.2,i
Oc1oc(-c2ccccc2)nc1C=Nc1ccccc1,i,i,12.3,10.7,i,i,i,i,i,-7.2,i
N#Cc1nc(Cc2cccc3ccccc23)oc1NCC1CCCO1 (stereo unspecified),i,i,-2.9,-1.5,i,i,i,i,i,-12.5,i
CN1CCN(c2ccccc2NC(=O)c2ccc3c(c2)OCCO3)CC1,i,i,0.9,1.2,i,i,i,i,i,-3.9,i
Cc1c(S(=O)(=O)NC2CCCCC2)c(=O)n(C)c(=O)n1C,i,.,6.7,6.4,i,i,i,i,i,-2.1,i
O=C1CCC([N+](=O)[O-])C(c2ccc(-c3ccccc3)cc2)N1 (stereo unspecified),i,i,-1.7,-2.7,i,i,i,i,i,-7.9,i
C/C(=N\NC(=O)c1ccc(Br)cc1)C1C(=O)c2ccccc2C1=O,i,i,15.5,.,i,i,i,i,i,-22.5,i
O=C(Cn1ncnn1)OCc1ccccc1Cl,i,i,-22.2,-1.6,i,i,i,i,i,-3.9,i
Cc1cccc(N(C(=O)Cn2nnc3ccccc32)C(C(=O)NC(C)(C)C)c2ccsc2)c1 (stereo unspecified),i,i,9.1,-6.4,i,i,i,i,i,-1.0,i
COCCN(CCOC)c1ncnc2c1cnn2-c1ccccc1,i,.,6.6,14.9,i,i,i,i,i,-10.0,i
S=c1[nH]nc(-c2c[nH]c3ccccc23)o1,i,i,1.2,3.3,i,i,i,i,i,-5.4,i
CSc1ccccc1-c1nnc(NC(=O)Cc2ccccc2)o1,i,i,0.3,-3.6,i,i,i,i,i,-5.1,i
Cc1cc(C)cc(-n2c(C)cc(/C=N/NC(=O)CSc3ncccn3)c2C)c1,-11.4*,i,-4.7,5.8,i,-13.7*,i,i,i,-11.7,i
Cc1n[nH]c(=O)nc1Nc1ccc(O)cc1,i,i,-0.6,10.6,i,i,i,i,i,-3.5,i
Cc1cc(OCC(=O)Nc2ccccc2N2CCCC2)ccc1C(C)C,-9*,i,-8.4,-5.0,i,i,i,9*,i,-12.9,i
CC(Oc1ccc(Cl)cc1)C(=O)NCC1CCCO1 (stereo unspecified),i,i,0.2,-7.1,i,i,i,i,i,-3.2,i

3 compounds out of the list, ordered by count of non-hydrogen atoms, falling.
Molecule,KCNK3 inh,PolyA inhibitor,Platelet DG rel,Dyrk1A ADPGlo,TRPC4 act,KCNK9 block,TRPC4 PAM,KCNQ1 block,KCNQ1 pot,hERG protect,TRPC4 block
CSc1ccccc1-c1nnc(NC(=O)Cc2ccccc2)o1,i,i,0.3,-3.6,i,i,i,i,i,-5.1,i
Cc1ccc(NCCC(=O)c2ccc(Cl)cc2)cc1C,i,i,5.9,-3.3,i,i,i,i,i,-8.2,i
Cc1n[nH]c(=O)nc1Nc1ccc(O)cc1,i,i,-0.6,10.6,i,i,i,i,i,-3.5,i

The list continues:
Molecule,KCNK3 inh,PolyA inhibitor,Platelet DG rel,Dyrk1A ADPGlo,TRPC4 act,KCNK9 block,TRPC4 PAM,KCNQ1 block,KCNQ1 pot,hERG protect,TRPC4 block
CCCCN(C(=O)c1cc(CC)c(C)s1)c1c(N)n(CCC)c(=O)[nH]c1=O,i,i,-19.3,-4.3,i,i,i,i,i,-11.7,i
O=C(O)C(Cc1cc2ccccc2[nH]1)N1C(=O)C2CC=C(Cl)CC2C1=O (stereo unspecified),i,i,1.0,-4.5,i,i,i,i,i,-11.4,i
CC1=[N+]([O-])C(C)(C)CC(C)(C)c2ccccc21,i,i,-3.2,13.7,i,i,i,i,i,-3.0,i
c1ccc(-c2ccccc2OCc2nnc3n2CCC3)cc1,i,i,-0.1,-2.4,i,i,i,i,i,-1.1,i
OCC1(Cc2ccccc2)CCCN(Cc2c[nH]c3ccccc23)C1 (stereo unspecified),i,i,8.0,-6.6,i,i,i,i,i,-1.2,i
CCCCn1c(N)c(N(CC)C(=O)c2ccc3c(c2)S(=O)(=O)c2ccccc2C3=O)c(=O)[nH]c1=O,i,i,-1.3,9.1,i,i,i,i,i,-10.5,i
O=C(CSc1ncnc2c1cnn2-c1cccc(Cl)c1)NCC1CCCO1 (stereo unspecified),i,i,-7.6,-1.9,i,i,i,i,i,-4.8,i
COc1cccc(Cn2cc(N)cn2)c1,i,i,-5.9,-6.1,i,i,i,i,i,-8.7,i
O=C(c1ccc(Cn2c(=S)[nH]c3ccc(N4CCOCC4)cc3c2=O)cc1)N1CCN(c2ccc(F)cc2)CC1,i,i,-3.7,-1.0,i,i,i,i,i,-10.1,i
Cc1cccc(C(=O)Nc2ccc(N3CCN(c4ccc(C(F)(F)F)cn4)CC3)nc2)c1,i,i,3.2,-4.8,i,i,i,i,i,-14.4,i
CC1CC[C@@]2(OC1)O[C@H]1CC3[C@@H]4C[C@@H](O)[C@@]5(O)C[C@@H](O)[C@H](O)C[C@]5(C)[C@H]4CC[C@]3(C)[C@H]1[C@@H]2C (stereo partly specified),i,i,2.2,3.7,i,i,i,i,i,-3.6,i
CC(C)c1[nH]nc2c1C(c1ccco1)C(C#N)=C(N)O2 (stereo unspecified),i,i,-23.7,1.3,i,i,i,i,i,-9.4,i
O=C(N/N=C/c1cc([N+](=O)[O-])ccc1O)C(O)(c1ccccc1)c1ccccc1,i,i,-6.7,8.0,i,i,i,i,i,-7.3,i
N#CC1CCCc2c1[nH]c1ccc([N+](=O)[O-])cc21 (stereo unspecified),i,i,0.1,10.5,i,i,i,i,i,-3.7,i
O=C1Nc2ccc(Br)cc2C1Cc1ccccc1F (stereo unspecified),i,i,-1.2,.,i,i,i,i,i,4.4,i
Cc1c(NC(=O)Nc2ccc(C#N)cc2)c(=O)n(-c2ccccc2)n1C,i,i,-9.1,-1.7,i,i,i,i,i,-6.6,i
c1ccc(C2c3[nH]c4ccccc4c3CCN2Cc2cccn2-c2ccccn2)nc1 (stereo unspecified),i,i,2.3,2.4,i,i,i,i,i,-19.1,i
CCCC(C)NC(=S)Nc1cc(C)cc(C)c1 (stereo unspecified),i,i,0.2,.,i,i,i,i,i,-12.9,i
CSCC[C@H](NC(=O)c1cc([N+](=O)[O-])ccc1Cl)c1nc2ccccc2[nH]1,i,i,3.7,3.3,i,i,i,i,i,-15.3,i
COc1ccc(N(CC(=O)N2CCN(Cc3ccccc3)CC2)S(C)(=O)=O)c(OC)c1,i,i,0.2,0.5,i,i,i,i,i,-5.3,i
N#Cc1cnn2cc(CCN3CCOCC3)c(-c3ccc(F)cc3)nc12,i,i,-4.9,-4.8,i,i,i,i,i,-10.0,i
O=C(N/N=C/c1ccc(-c2ccccc2Cl)o1)c1ccccc1,i,i,2.1,-1.8,i,i,i,i,i,-6.3,i
CCCCn1c(SCC(=O)Nc2cc(C(F)(F)F)ccc2Cl)nnc1C(CC)N(C)C (stereo unspecified),i,i,7.1,7.0,i,i,i,i,i,-8.2,i
Cc1cccc(-c2nc(CSCC(=O)NCCCN3CCOCC3)c(C)o2)c1,i,i,-0.4,-1.1,i,i,i,i,i,-11.1,i
Cc1c(C(=O)Nc2nc3ccccc3[nH]2)oc2ccccc12,i,i,7.6,22.8,i,i,i,i,i,-2.4,i
c1ccc(Oc2cccc(OCCn3cncn3)c2)cc1,i,i,1.9,-5.7,i,i,i,i,i,-1.7,i
O=C(COC(=O)C1(c2ccccc2F)CCCC1)NCc1ccc2c(c1)OCO2,i,i,3.0,2.6,i,i,i,i,i,-5.8,i
CCCNC(=O)c1ccc(N2CCC3(CC2)CC(c2ccccc2)=NO3)c(NC(=O)c2ccccc2)c1,i,i,14.7,9.8,i,i,i,i,i,-37.9,i
CC(=O)Nc1cccc(-c2csc(Nc3cccc(C)n3)n2)c1,i,i,14.9,9.8,i,i,i,i,i,-4.9,i
CC(C)(C)C(CN1CCCC1)OC(=O)c1ccccc1 (stereo unspecified),i,i,16.7,3.1,i,i,i,i,i,0.8,i
Cc1ccc(N(CCC#N)C(=O)CCl)cc1C,i,i,-2.8,-0.7,i,i,i,i,i,-13.8,i
CCOc1ccc(S(=O)(=O)N(CC)CC)cc1N,i,.,0.6,5.7,i,i,i,i,i,-11.6,i
CCOC(=O)c1c2c(c(=S)n(-c3ccccc3)c1N)CCC2,-10.1*,i,2.3,11.6,i,i,i,i,i,-8.7,i
CC(NC(=O)C(c1ccccc1)c1ccccc1)C(=O)N1CCCCC1 (stereo unspecified),i,i,-2.8,-1.7,i,i,i,i,i,-15.9,i
CC1Cc2nc(SCC(=O)Nc3ccc(F)cc3)n(C)c(=O)c2S1 (stereo unspecified),i,i,3.9,-2.6,i,i,i,i,i,-7.0,i
Fc1ccc(-n2nnc(-c3nccs3)n2)cc1,i,i,9.8,5.4,i,i,i,i,i,-3.5,i
CC(C)N1C(=O)CSC1c1ccc(Br)cc1 (stereo unspecified),i,i,2.0,4.2,i,i,i,i,i,-9.5,i
COC(=O)c1ccc(Nc2cc(C)nc3ccccc23)cc1,i,i,13.9,.,i,i,i,i,i,-10.5,-6*
COc1ccc2c(c1OC)C(=O)N1C2SC[C@H]1C(=O)NC1CCCCC1 (stereo partly specified),i,i,0.8,-2.1,i,i,i,i,i,-5.9,i
CCOCCCNC(=O)COc1ccc(OC)cc1,i,i,-6.5,-2.2,i,i,i,i,i,-3.2,i
CCOC(=O)c1ccccc1NC(=O)CSc1nnc(Cc2cccn2C)n1-c1ccc(F)cc1,i,i,2.8,2.8,i,i,i,i,i,-16.0,i
Cc1cc(C)c(S(=O)(=O)N2CCOC2CNC(=O)C(=O)NCCc2ccc(S(N)(=O)=O)cc2)c(C)c1 (stereo unspecified),i,i,1.4,2.2,i,i,i,i,i,-10.1,i
O=S(=O)(c1ccc(Br)cc1)N1CCCN(Cc2cccc(F)c2)CC1,i,i,8.8,-4.9,i,i,i,i,i,-4.1,i
CC(C)(C)OC(=O)NC1CONC1=O (stereo unspecified),i,i,-1.8,-9.3,i,i,i,i,i,-5.2,i
NNCCc1ccccc1,i,i,-5.4,-7.7,i,i,i,i,i,-7.1,i

Assay outcomes as filed in PubChem.
